SV40 large T antigen: TAg ATPase/helicase activity blockers – biochemical (AID 1903) | SV40 large T antigen ATPase/helicase inhibition assay; higher % means a stronger effect | inhibition, % at 20 µM, or IC50 in µM where a hit was titrated | 310,000 tested, 0.39% active; in the data active = a potency from the dose series; inconclusive = inhibition mostly from about 32% at the one dose, without a potency; inactive = the rest, 99 in 100 with inhibition below about 32%; also: strong numbers were not always called active
PhoP inhibition: inhibitors of PhoP regulon expression, primary screen, Salmonella Typhimurium, GFP reporter (AID 1863) | S. Typhimurium PhoP-regulated promoter GFP reporter, 4 h; higher % means a stronger effect | inhibition, % at 50 µM, or IC50 in µM where a hit was titrated | 300,000 tested, 0.16% active;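 active = inhibition over 29.93%, a cutoff 3 SD above the screen mean, later confirmed by dose response; inconclusive = inhibition over 29.93% but no dose response follow-up; inactive = inhibition at most 29.93% or unconfirmed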;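 also: 0% = low Mg2+ inducing control and 100% = high Mg2+ repressing control; strong numbers were not always called active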
K1F lysis inhibition: protection from phage-mediated lysis, alamar blue read-out – E. coli UTI89, K1F phage, bacterial capsule biogenesis inhibitors (AID 488966) | E. coli UTI89 K1F phage lysis, alamar blue, 2 h; higher % means a stronger effect | inhibition, % at 100 µM, or IC50 in µM where a hit was titrated | 340,000 tested, 0.02% active;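 active = phage lysis inhibition, versus mean bacterial control, above a set limit; inconclusive = no clear call, values can overlap the other calls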;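 also: capsule biogenesis inhibitors block K1F phage lysis so surviving cells raise fluorescence; higher fluorescence means more inhibition of phage lysis; actives were called in the ten point dose series up to 300 µM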
West Nile virus CPE: inhibition of WNV-induced cytopathic effect – cell-based, CPE readout (AID 1621). West Nile virus-infected cells, CPE inhibition; higher % means a stronger effect. one-dose CPE inhibition, % at 10 µM; IC50 in µM for titrated hits. 290,000 tested, 0.02% active; in the data active = a potency from the dose series; inconclusive = CPE inhibition mostly from about 3.7% at the one dose, without a potency; inactive = the rest, 99 in 100 with CPE inhibition below about 2.2%; also: strong numbers were not always called active
T cell modulator: modulates CD8 T cell binding to vesicles | 2C CD8+ T cell-vesicle binding, flow cytometry; active compounds read low | calls only at 7 µM | 330,000 tested, 0.068% active;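 active = response, share of CD8 T cells binding vesicles, and their 90th percentile fluorescence all below set limits, cut at about 80% in these data, passing the limit was not always enough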
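Material: 2C TCR transgenic mouse naive CD8+ T cells, MACS-purified. Also added: QL9-charged Drosophila Ld/ICAM-1/B7-1 vesicles. Timing: binding 1.5 h at 37 °C. Measured by: high-throughput flow cytometry with anti-B7-1 and anti-CD8 staining. Read-out: percent CD8+ FL2 mean versus row control. Controls: Unloaded micro-vesicles (low), QL9 vesicles with 0.7% DMSO (high).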
NS5 inhibitors: flavivirus cap methylation enzyme inhibition – biochemical, confirmation dose response, primary screen (AID 588689). Dengue-2 NS5 methyltransferase capping enzyme assay, biochemical; higher % means a stronger effect. one-dose inhibition, % at 25 µM; IC50 in µM for titrated hits. 340,000 tested, 0.3% active; in the data active = a potency from the dose series; inconclusive = inhibition above about 29% without an active follow-up result
NTR1 agonist: NTR1-driven beta-arrestin-GFP spot formation – imaging, U2OS cells, high content, primary screen (AID 493036); P30989; agonist mode; activation, % at 20 µM; 330,000 tested, 0.17% active;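 active = activation at or above 40% of the spot to cytoplasm intensity ratio, with at least 20 cells analyzed; inconclusive = wells under 20 cells, flagged as cytotoxic or low count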;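 also: 0% = DMSO without peptide and 100% = 100 nM NTR1 peptide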
Target sequence (P30989 whole entry, looked up): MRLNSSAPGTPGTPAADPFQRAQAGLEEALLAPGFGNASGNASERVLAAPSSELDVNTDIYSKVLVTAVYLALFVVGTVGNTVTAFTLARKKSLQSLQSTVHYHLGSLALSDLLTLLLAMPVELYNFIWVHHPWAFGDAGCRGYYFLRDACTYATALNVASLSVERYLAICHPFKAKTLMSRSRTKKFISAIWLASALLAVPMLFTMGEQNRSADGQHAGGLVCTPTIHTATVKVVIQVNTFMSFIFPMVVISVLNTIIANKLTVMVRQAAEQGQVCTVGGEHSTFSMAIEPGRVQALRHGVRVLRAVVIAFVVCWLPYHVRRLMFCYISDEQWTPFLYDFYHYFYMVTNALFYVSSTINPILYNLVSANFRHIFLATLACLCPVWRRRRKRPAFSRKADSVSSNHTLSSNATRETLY
RSV antiviral HEp-2: inhibition of RSV-induced cytopathic effect – HEp-2 cells, primary 10 µM value included (AID 2391). 310,000 tested, 0.13% active. CPE inhibition, % at 10 µM, or IC50 in µM where a hit was titrated. HEp-2 cells, RSV-induced CPE inhibition; higher % means a stronger effect; in the data active = a potency from the dose series; inconclusive = CPE inhibition mostly from about 23% at the one dose, without a potency; inactive = the rest, 99 in 100 with CPE inhibition below about 21%; also: strong numbers were not always called active
MgcRacGAP inhibition: MgcRacGAP GTPase-activating activity inhibitors, confirmation, biochemical, ADP Hunter fluorescence; inhibition, % at 30 µM; hits with a dose series show IC50 in µM; 340,000 tested, 0.6% active; MgcRacGAP-stimulated Rac1 GTP hydrolysis, ADP Hunter fluorescence; higher % means a stronger effect; GST-tagged Rac1 F28L mutant substrate;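 active = first-screen hits whose inhibition reached a set limit at any dose in the follow-up dose series; inconclusive = inhibition above the set first-screen limit but never retested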;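 also: fluorescence reports GDP produced by GAP-driven GTP hydrolysis; strong numbers were not always called active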
T cell modulator vesicle-bound %: second read-out of T cell modulator, no call of its own (marks repeat the call); double positive events, %; measured here: CD8+ vesicle-bound cell fraction;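 binding gate set so that unloaded-vesicle control wells show 10% double positive cells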
NTR1 agonist cell count 20 µM: recorded beside NTR1 agonist, whose call it bears; cell count; measured here: cell count, cytotoxicity flag
NS5 inhibitors pilot replicate: recorded beside NS5 inhibitors, whose call it bears; inhibition, %; measured here: pilot screen replicate inhibition
An asterisk follows results filed as active; i = inactive; ? = inconclusive; · = not tested or not shown; & = joins results of further samples; [ ] = remark or other dose.

Preview, 2 compounds:
SMILES	SV40 large T antigen	PhoP inhibition	K1F lysis inhibition	West Nile virus CPE	T cell modulator	T cell modulator vesicle-bound %	NS5 inhibitors	NTR1 agonist	NTR1 agonist cell count 20 µM	RSV antiviral HEp-2	MgcRacGAP inhibition	others
COc1ccc(N2CC(C(=O)N3CCc4ccccc43)CC2=O)cc1 (stereo not given)	25%	-4%	1.3%[50 µM]	-0.8%	i	40	-3%	1.1	72	3.0%	5%
O=C(C1CCN(c2ncnc3c2sc2cccc(F)c23)CC1)N1CCCC1	15%	3%	·	-1.0%	i	16	·	-0.1	83	7.1%	·

Main list, from the first entry:
SMILES	SV40 large T antigen	PhoP inhibition	K1F lysis inhibition	West Nile virus CPE	T cell modulator	T cell modulator vesicle-bound %	NS5 inhibitors	NTR1 agonist	NTR1 agonist cell count 20 µM	RSV antiviral HEp-2	MgcRacGAP inhibition	others
COc1ccc(N2CC(C(=O)N3CCc4ccccc43)CC2=O)cc1 (stereo not given)	25%	-4%	1.3%[50 µM]	-0.8%	i	40	-3%	1.1	72	3.0%	5%
O=C(C1CCN(c2ncnc3c2sc2cccc(F)c23)CC1)N1CCCC1	15%	3%	·	-1.0%	i	16	·	-0.1	83	7.1%	·
O=C(CCCN1C(=O)/C(=C\c2ccco2)SC1=S)Nc1cccc2ccccc12	8%	-2%	0.6%	0.9%	i	52	-11%	7.9	47	3.0%	20%
CCOC(=O)[C@H]1O[C@@H]1C(=O)N[C@@H](CC(C)C)C(=O)NCCC(C)C	1%	-3%	5.1%	-0.4%	i	23	-3%	-0.3	60	-1.4%	2%
CN(Cc1cnn(C)c1)C(=O)c1cc2ccccc2oc1=O	15%	-9%	0.1%	0.4%	i	25	4%	-0.1	37	1.9%	13%
CCC1(c2ccc(F)cc2)NC(=O)N(CC(=O)NC2CCCC(C)C2C)C1=O (stereo not given)	·	·	0.4%	·	i	30	-9%	5.0	52	·	3%
CC(=O)C1=C(O)C(=O)N(c2ccc(S(=O)(=O)Nc3nccs3)cc2)C1c1ccc([N+](=O)[O-])cc1 (stereo not given)	3%	-5%	-0.5%	0.2%	i	36	3%	0.3	65	1.7%	11%
CCCCCCCCCCOC(=O)Cn1c(COc2ccc(C)cc2)[n+](C)c2ccccc21	19%	19µM*	-0.5%	1.1%	i	51	2%	28	48	-2.8%	18%
Cc1ccc(C=C2C(Cl)=C(Cl)C(Cl)=C2Cl)cc1	?	-4%	0.7%[50 µM]	-0.3%	i	25	·	-0.4	47	-5.0%	·
COc1ccc(-c2csc3ncnc(Nc4ccc(O)cc4)c23)cc1	1%	-7%	0.2%	1.7%	i	21	1%	6.2	72	-0.2%	12%
C#CCOCCOCCOCCNc1nc(N2CCN(C(=O)Cn3cc(CCCN=C(N)N)nn3)CC2)nc(N2CCN(C(=O)[C@H](C)n3cc(CCCN=C(N)N)nn3)CC2)n1	0%	-2%	1.4%	-0.1%	i	24	2%	3.7	57	0.7%	4%
CC(OC(=O)[C@@H](NC(=O)c1ccco1)C(C)C)C(=O)Nc1ncc(Cl)cc1Cl (stereo not given in full)	·	·	0.5%[50 µM]	·	i	56	-8%	-2.0	58	·	2%
Cc1cccc(CCNC(=O)C2CCCN(S(=O)(=O)c3cnc[nH]3)C2)c1 (stereo not given)	-1%	10%	-10%	-0.8%	i	48	-4%	4.4	68	1.7%	1%
CCOC(=O)CNC(=O)Cn1cnc2c(oc3ccccc32)c1=O	10%	-9%	0.6%	0.2%	i	25	-4%	1.2	57	-0.1%	7%
NC1=NC2(CCCCC2)N(c2ccc(F)cc2)C(N)=N1	13%	1%	-0.5%	0.5%	i	49	-2%	-1.1	107	1.4%	8%
C=CCOc1ccc(C2NC(=O)c3ccccc3O2)cc1 (stereo not given)	8%	-4%	0.2%	-0.4%	i	60	-7%	-0.2	62	1.6%	1%
Cc1cc(F)c(F)c(C(=O)N2CCN(C)CC2)c1Cl	5%	12%	4.9%	·	i	40	-3%	-0.6	61	1.5%	4%
C=CCn1c(CNS(=O)(=O)c2ccc(Br)cc2)n[nH]c1=S	26%	-5%	2.5%[50 µM]	-1.3%	i	28	-7%	-0.1	64	-0.2%	3%
C=CCN(c1ccccc1)S(=O)(=O)c1cccc(C(=O)NNC(=O)c2ccncc2)c1	2%	-2%	0.9%[50 µM]	·	i	8	-2%	-1.1	67	0.8%	6%
COc1cccc(CNC(=O)Cn2nc([N+](=O)[O-])c(Br)c2C)c1	5%	-2%	0.7%	-0.6%	i	68	-12%	0.6	56	6.8%	9%
Cc1ccc(C(C(=O)Nc2ccc3c(c2)OCO3)N(C)C(=O)Cc2c[nH]c3ccccc23)cc1 (stereo not given)	5%	11%	0.9%	-0.6%	i	3	0%	3.8	72	15%	-4%
CCCc1cc(=O)[nH]c(SCc2nc3ccc([N+](=O)[O-])cc3[nH]2)n1	-1%	-12%	-0.2%	-0.5%	i	57	-5%	2.8	72	15%	3%
CCC(C(=O)O)N1C(=O)c2ccccc2C1=O (stereo not given)	4%	-20%	0.3%	0.0%	i	9	-3%	2.5	72	-0.1%	4%
CCOc1ccc(C(c2c(O)nc(SC)n(C)c2=O)c2c(O)nc(SC)n(C)c2=O)cc1	17%	9%	0.3%	0.6%	i	17	43µM*	-1.5	100	0.2%	15%	NS5 inhibitors pilot replicate=14*
Cc1ccc2nsnc2c1S(=O)(=O)NCc1cccnc1	15%	15%	0.8%	-0.1%	i	32	-8%	6.4	100	1.3%	1%
COc1ccccc1NC(=O)c1ccc(S(=O)(=O)NCc2ccco2)cc1	5%	7%	-1.1%	2.5%	i	60	-9%	-2.1	47	3.3%	5%
COc1ccc(CCNc2oc(COc3ccccc3F)nc2C#N)cc1OC	4%	-21%	2.5%	0.0%	i	16	-5%	0.0	77	15%	9%
O=C(NNS(=O)(=O)c1ccccc1)C1CC(c2cccnc2)=NO1 (stereo not given)	12%	4%	1.2%	0.4%	i	48	1%	-0.9	32	-0.2%	2%
C[C@H](CO)N1C[C@H](C)[C@H](CN(C)Cc2ccccc2)Oc2ccc(NC(=O)Nc3ccc(F)cc3)cc2C1=O	·	·	-0.5%	·	i	17	-9%	8.0	66	·	7%
COc1ccc(C(C(=O)NC2CCCC2)N(CCO)C(=O)Cn2nnc(-c3ccc(C)o3)n2)cc1OC (stereo not given)	5%	3%	0.4%	-0.1%	i	24	-11%	0.4	46	0.7%	1%
O=C(CNC(=S)N(Cc1ccccc1F)C1CCCCC1)NCC1CCCO1 (stereo not given)	2%	-3%	0.2%	11%	i	28	-1%	0.7	63	-1.8%	0%
COc1ccc(-c2nn(-c3ccccc3)cc2C(=O)N2CCN(C(=O)c3ccco3)CC2)cc1	·	·	0.8%	·	i	37	7%	2.4	53	·	6%
CCN=C1SC(CC(=O)Nc2sc(C)c(C)c2C(=O)OC)C(=O)N1CC (stereo not given)	-3%	4%	1.5%	-0.5%	i	42	-3%	3.8	52	1.3%	12%
NC1=NC(=Nc2ccc(S(N)(=O)=O)cc2)c2ccccc21	13%	-2%	0.1%	0.2%	i	53	-3%	0.5	61	2.7%	12%
O=C(NCc1cc(C(F)(F)F)cc(C(F)(F)F)c1)C1CC(c2ccccc2[N+](=O)[O-])=NO1 (stereo not given)	-1%&-2%	11%	0.8%	-0.7%	i	21	2%	-0.9	95	1.5%	7%
CCc1ccc(S(=O)(=O)Nc2ccc(N3CCN(C)CC3)cc2)cc1	5%	-7%	1.3%	-0.2%	i	41	-1%	1.1	53	-0.1%	16%
Cc1cc(C)cc(OC(=O)c2cccnc2)c1	14%	-2%	-0.1%	-0.3%	i	51	-1%	-0.2	71	0.5%	6%	NS5 inhibitors pilot replicate=-0.9
O=C(COc1ccc(S(=O)(=O)N2CCCC2)cc1Cl)NCc1ccccn1	4%	-2%	-0.2%	-0.5%	i	9	-1%	-0.4	69	0.9%	9%
CC(C)N1CCN(Cc2ccsc2)CC1CCO (stereo not given)	10%	-1%	0.1%	-0.3%	i	23	1%	-0.8	51	2.2%	9%
CCOC(=O)N1CCC(N2CCN(CCC(C)C)C(CCO)C2)CC1 (stereo not given)	3%	10%	0.3%	0.2%	i	64	-4%	-1.6	74	-2.4%	10%
COc1ccc(NC(=S)Nc2ccccn2)c(OC)c1	17%	4%	-1.2%	0.4%	i	35	0%	-1.6	85	?	6%
Oc1ccc(/C=N/Nc2ccccc2)cc1	12%	3%	0.4%	0.4%	i	52	2%	-0.4	67	-2.1%	13%
COc1ccc([N+](=O)[O-])cc1NS(=O)(=O)c1cccc(C(=O)NCCCN2CCCC2=O)c1	·	·	-1.5%	·	i	28	2%	-2.1	41	·	3%
CCCc1cc(=O)oc2cc(OCC(=O)NC(Cc3ccc(Cl)cc3)C(=O)O)ccc12 (stereo not given)	7%	5%	4.7%	0.1%	i	9	-4%	-2.2	85	·	0%
Cc1cc(=O)[nH]c(N/N=C/c2c(C)nn(-c3ccccc3)c2C)n1	9%	0%	0.3%	0.1%	i	43	5%	0.1	70	0.9%	1%
COc1ccc(C(=O)N/C(=C/c2cccnc2)C(=O)N2CCCCCC2)cc1OC	6%	-2%	-0.1%	0.0%	i	29	3%	0.8	67	1.2%	-12%
CCOC(=O)C1C(=O)OC(C)(C)C1C(CC)C(=O)c1ccccc1 (stereo not given)	4%	-9%	0.1%	-0.3%	i	5	-13%	-0.7	33	2.8%	5%

An excerpt from above in order of formula weight, descending:
SMILES	SV40 large T antigen	PhoP inhibition	K1F lysis inhibition	West Nile virus CPE	T cell modulator	T cell modulator vesicle-bound %	NS5 inhibitors	NTR1 agonist	NTR1 agonist cell count 20 µM	RSV antiviral HEp-2	MgcRacGAP inhibition	others
COc1ccc([N+](=O)[O-])cc1NS(=O)(=O)c1cccc(C(=O)NCCCN2CCCC2=O)c1	·	·	-1.5%	·	i	28	2%	-2.1	41	·	3%
COc1ccc(-c2nn(-c3ccccc3)cc2C(=O)N2CCN(C(=O)c3ccco3)CC2)cc1	·	·	0.8%	·	i	37	7%	2.4	53	·	6%
CCOC(=O)N1CCC(N2CCN(CCC(C)C)C(CCO)C2)CC1 (stereo not given)	3%	10%	0.3%	0.2%	i	64	-4%	-1.6	74	-2.4%	10%

Outcome played no part in choosing rows; 1.5% or so of the library scored in one or more.
